# RGS8-Gao – RGS8-Galphao binding modulators, primary screen, biochemical, multiplexed bead flow cytometry. Guanine nucleotide-binding protein G(o) subunit alpha (Homo sapiens), P09471. actives lie on both sides. response (percent of control binding), % at 10 µM. hit rate 0.34% among 220,000. AID 1423, 2008; in the data active = response below about 60% or above about 140%; inactive = in between;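 also: Galphao activated as the GDP aluminium fluoride complex binding bead-coupled RGS8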
# Target sequence (P09471 whole entry, looked up): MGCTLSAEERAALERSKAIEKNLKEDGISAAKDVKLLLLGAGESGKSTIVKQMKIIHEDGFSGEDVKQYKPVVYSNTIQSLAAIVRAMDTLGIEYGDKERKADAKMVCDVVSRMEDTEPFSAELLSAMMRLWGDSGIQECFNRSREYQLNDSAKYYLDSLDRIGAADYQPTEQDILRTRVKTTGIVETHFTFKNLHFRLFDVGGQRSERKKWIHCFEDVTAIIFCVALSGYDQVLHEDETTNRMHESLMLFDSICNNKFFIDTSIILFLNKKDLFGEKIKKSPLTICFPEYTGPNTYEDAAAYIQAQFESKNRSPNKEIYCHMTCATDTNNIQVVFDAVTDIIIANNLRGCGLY
# Mcl1-Bid inh – Mcl-1/Bid binding inhibitors, primary screen, biochemical, TR-FRET, 1536-well; Induced myeloid leukemia cell differentiation protein Mcl-1 (Homo sapiens), Q07820; TR-FRET Mcl-1/Bid-Dy647 peptide binding; inhibition, % at 21.7 µM; hit rate 0.97% among 220,000; AID 1021, 2008;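 active = compounds that cut the binding signal by more than half at the single screening dose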;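 also: His-tagged Mcl-1 with europium anti-His antibody binding Bid BH3 peptide; 0% = Mcl-1 plus peptide wells and 100% = peptide-only wells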
# Target sequence (Q07820 whole entry, looked up): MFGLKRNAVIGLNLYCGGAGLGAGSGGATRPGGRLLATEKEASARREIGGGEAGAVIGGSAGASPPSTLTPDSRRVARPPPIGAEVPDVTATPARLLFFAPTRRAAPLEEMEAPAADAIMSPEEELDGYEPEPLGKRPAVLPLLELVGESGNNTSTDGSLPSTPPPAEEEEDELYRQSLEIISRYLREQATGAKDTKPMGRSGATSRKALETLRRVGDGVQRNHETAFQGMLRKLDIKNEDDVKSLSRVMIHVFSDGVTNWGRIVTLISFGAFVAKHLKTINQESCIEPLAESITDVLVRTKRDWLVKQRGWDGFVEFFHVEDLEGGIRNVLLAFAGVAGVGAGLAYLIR
# Pf gametocyte – late stage P. falciparum gametocyte viability inhibitors, primary screen, ATP luminescence, HTS. P. falciparum stage V gametocytes, 24 h. inhibition, % at 10.9 µM. hit rate 0.065% among 150,000;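 active = inhibition above the mean plus 3 SD of compounds within the control limits, set per campaign, cut at about 38% in these data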;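 also: 0% = DMSO wells and 100% = medium only without gametocytes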
# Mcl1 Noxa PPI – Mcl-1/Noxa binding inhibitors, primary screen, biochemical, TR-FRET, 1536-well; TR-FRET Mcl-1/Noxa peptide binding, 2 h; AID 1022, 2008; hit rate 1.5% among 220,000; inhibition, % at 21.7 µM;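 active = compounds that cut the protein-peptide binding signal by more than 50% relative to plate controls in a single-dose test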;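 also: His-tagged Mcl-1 with rhodamine Noxa BH3 peptide and terbium anti-His antibody; 0% = Mcl-1 plus Noxa peptide wells and 100% = peptide-only wells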
# Active calls of the source: *.
Compound	Mcl1-Bid inh	RGS8-Gao	Mcl1 Noxa PPI	Pf gametocyte
O=C(Nc1cc(S(=O)(=O)N2CCOCC2)ccc1N1CCOCC1)c1cc2c(s1)CCC2	-10.5	103.8	10.5	22.5
O=C(O)c1cc(N/N=C/c2ccncc2)ccc1Cl	-1.3	102.4	8.8	1.6
O=C(N/N=C/c1ccc([N+](=O)[O-])o1)c1cn2ccc3ccccc3c2n1	-11.7	100.5	35.6	-6.3
CCN(CC)Cc1c(O)ccc2c1O/C(=C\C=C\c1ccccc1)C2=O	-24.8	103.0	-17.5	-10.2
CC(=O)NNC(=O)c1csc(Cc2c(Cl)sc3ccc(Cl)cc23)n1	-37.3	83.7	-130.5	4.1
Cc1ccc(-c2nn(C)c(=O)c3ccccc23)cc1CNC(=O)c1ccccc1	-3.8	100.1	-2.4	22.0
Cc1nc(-c2noc(-c3cccc(Cl)c3)n2)c(C(F)(F)F)o1	-1.2	98.8	11.3	-18.9
O=C(O)c1cccnc1SCc1cn2cc(Cl)ccc2n1	-27.6	103.5	0.6	2.1
Cc1cc(C(=O)Nc2ccc(F)cc2C)n(-c2ccccc2)n1	-31.8	97.4	12.0	-18.3
COc1ccc(CNc2ncnc3c2[nH]c2cc(OC)c(OC)cc23)cc1	-16.9	98.5	52.3*	7.2
Cc1c(/C=N/Nc2nc3ccccc3[nH]2)c2ccccc2n1C	-154.5	94.8	-132.0	2.0
Cc1cc(Nc2cc(Cl)cc(Cl)c2)nc(N)n1	-1.2	102.7	15.1	15.8
O=C(Nc1cccc(S(=O)(=O)Nc2ccc(Cl)cc2)c1)c1ccc[n+]([O-])c1	-1.3	100.8	3.6	-5.8
CCC(C)[C@H](NC(=O)NCCC1=CCCCC1)C(=O)O (stereo partly specified)	-41.5	104.0	2.6	3.3
CCOC(=O)c1sc(=S)n(C)c1NC(=O)c1ccc(OC)cc1	-72.9	95.0	-34.0	13.4

# A different layout for 4 compounds above:
# The line under a structure holds: Mcl1-Bid inh, RGS8-Gao, Mcl1 Noxa PPI, Pf gametocyte
- O=C(Nc1cc(S(=O)(=O)N2CCOCC2)ccc1N1CCOCC1)c1cc2c(s1)CCC2
→ -10.5, 103.8, 10.5, 22.5
- O=C(O)c1cc(N/N=C/c2ccncc2)ccc1Cl
→ -1.3, 102.4, 8.8, 1.6
- O=C(N/N=C/c1ccc([N+](=O)[O-])o1)c1cn2ccc3ccccc3c2n1
→ -11.7, 100.5, 35.6, -6.3
- CCN(CC)Cc1c(O)ccc2c1O/C(=C\C=C\c1ccccc1)C2=O
→ -24.8, 103.0, -17.5, -10.2

# (cont.)
Compound	Mcl1-Bid inh	RGS8-Gao	Mcl1 Noxa PPI	Pf gametocyte
O=C(NC(=O)c1ccccc1N1CCCCC1)Nc1ccc(Br)cc1	3.7	99.6	14.5	6.6
CCCCC(CCC(=O)Nc1cccc([N+](=O)[O-])c1)C(=O)O (stereo unspecified)	-25.2	106.5	7.6	15.0
Cc1cc2nc3c(=O)n(CCc4ccccc4)c(=O)[nH]c3nc2cc1N	-52.6	101.7	-158.4	-12.2
COc1ccc(SC[C@H](Cc2ccccc2)N2CCN(C)CCC2=O)cc1	-96.3	100.8	6.7	-13.9
COc1cc(OC)c(/C=N/NC(=O)COc2cccc3cccnc23)c(OC)c1	-6.9	100.0	4.5	8.2
O=C(c1cc(F)ccc1F)C1CCCN(Cc2cccn2-c2ccccn2)C1 (stereo unspecified)	-32.5	92.4	-26.5	9.1
COC(=O)c1cccc(C23CC4(C2)[C@H](CN(Cc2ccc(C(F)(F)F)cc2)[C@@H]4c2ccccc2)C3c2ccc(C(F)(F)F)cc2)c1 (stereo partly specified)	-21.5	103.2	-4.0	7.1
Cn1c(O)c(N=NC(=O)C2COc3ccccc3O2)c2ccccc21 (stereo unspecified)	-16.4	101.0	12.2	-0.1
Cc1cccc(OCC(O)Cn2c(=N)n(Cc3ccccc3)c3ccccc32)c1 (stereo unspecified)	-8.4	104.8	6.8	-2.1
CC1(OC(=O)C2CCCC2)C(=O)C=C2C=C(c3ccsc3)N(c3ccccc3)C=C2C1=O (stereo unspecified)	-86.9	86.9	21.4	-17.9
N#CCC(=O)N/N=C/c1cn(Cc2ccc(Cl)c(Cl)c2)c2ccccc12	27.0	102.5	27.2	-45.8
O=C(CCNC(=O)c1ccccc1Cl)Nc1cc(S(=O)(=O)N2CCOCC2)ccc1N1CCOCC1	-25.3	98.0	-4.5	-13.5
Cc1ccc(Nc2ncnc3c2nnn3Cc2ccccc2)cc1	12.6	101.6	0.3	-10.2
O=C(NC1CC1)C1=C[C@@H](c2ccccc2)C[C@@H](OCc2ccc(CO)cc2)O1	-53.3	106.3	-0.5	-15.1
c1ccc(CNCCC(Cc2ccccc2)c2ccco2)cc1 (stereo unspecified)	4.9	102.4	25.8	-2.2
CCOC(=O)Cn1cc(/C=N/NC(=O)c2cc3ccccc3o2)c2ccccc21	-22.8	98.6	20.9	-20.0
COc1cc2ncnc(NCCCN3CCOCC3)c2cc1OC	-13.7	102.1	2.1	-31.7
Nc1ncnc(Nc2cc(C(F)(F)F)cc(C(F)(F)F)c2)n1	-10.6	99.8	-10.8	-0.8
Cc1ccccc1/C=C/C12NC(=O)CN1c1ccccc1C2(C)C (stereo unspecified)	-5.5	101.9	20.7	3.5
O=S1(=O)CC/C(=N/Nc2ccccn2)c2cc(F)ccc21	-7.0	100.5	7.6	-19.6
C/C=C\C=C/C(=O)Nc1cccc(C2=NOC3(C2)C[C@@H](C(N)=O)N(C(=O)C2(C)CC2)C3)c1 (stereo partly specified)	-30.6	92.9	23.6	-1.6
Cc1ccc2nc(-c3ccc(NC(=O)COCC(=O)O)cc3)sc2c1	6.0	96.5	13.5	22.1
O=C(COc1ccc([N+](=O)[O-])cc1)NCCc1nc2ccccc2[nH]1	-38.6	99.3	-1.5	-8.3
O=C(O)CCCNC(=O)CCn1nnc2ccccc2c1=O	-13.5	101.5	6.5	24.9
CCCCc1n[nH]c2c1/C(=N/OCC)CC(C)(C)C2	11.4	100.0	9.7	-10.5
COc1cc(/C=N/n2c(-c3ccccc3)n[nH]c2=S)ccc1O	-26.1	98.1	9.9	13.7
O=c1[nH]nc(N2CCOCC2)c(=O)[nH]1	-14.3	100.2	7.8	-12.9
CC(NC(=O)C(C)(C)C)C(c1cccs1)N1CCN(Cc2ccccc2)CC1 (stereo unspecified)	-12.9	101.8	-14.6	12.5
CCOC(=O)C1(Cc2ccc(OC)cc2)CCN(C(=O)CCc2cnccn2)CC1	-23.8	102.6	-2.0	-9.3
CCOC(=O)N1CCC(N2Cc3cccc(C(=O)NCc4ccc5c(c4)OCO5)c3C2=O)CC1	12.1	96.7	12.7	-16.8
Cc1cccc(OCCCn2c(CO)nc3ccccc32)c1	21.6	100.5	-16.8	-21.1
COc1ccc(Oc2nc(-c3ccccn3)nc3ccccc23)cc1	-40.9	98.7	-9.8	4.5
S=C1N(c2ccccc2)CN(CCN2CCOCC2)CN1c1ccccc1	-49.0	89.1	6.8	-3.8
CC1(C)OC(=O)C(=CNNc2c(Cl)cc(Cl)cc2Cl)C(=O)O1	-12.0	99.4	-6.2	-3.3
C=CCn1c(SCC(=O)NNC(=O)Nc2ccc(C)cc2)nnc1-c1ccccc1	-5.3	100.4	2.3	18.5
COC(=O)/C(C#N)=C/c1c(N2CCN(Cc3ccc4c(c3)OCO4)CC2)nc2c(C)cccn2c1=O	-46.1	99.7	7.8	22.5
c1ccc(-n2cccc2)c(N2CCCCC2)c1	-10.1	99.4	-4.7	1.5
CCN1CCN(c2oc(COc3ccc(Cl)cc3)nc2C#N)CC1	-12.5	103.8	18.1	-3.1
CC(C)(CN1CCc2ccccc2C1)NS(=O)(=O)c1ccc(Cl)cc1	-75.9	97.7	5.8	-14.9
CCOc1ccc(N2C(=O)CC(N(CCc3ccc(OC)c(OC)c3)C(=O)/C=C/C(=O)O)C2=O)cc1 (stereo unspecified)	-11.2	97.5	8.2	5.5
O=C(CN1CCN(Cc2ccc(Cl)cc2)CC1)N/N=C/c1cccc(F)c1	-10.6	100.6	-9.9	7.9
O=S(=O)(Nc1nc2ccccc2nc1Cl)c1ccc(F)cc1	7.8	101.2	2.7	13.1
CCN(CC)CCCNC(=O)/C=C/C(=O)O	-4.7	95.9	15.2	-16.0
COc1ccccc1NS(=O)(=O)c1ccc(O)c(NC(=S)NCC2CCCO2)c1 (stereo unspecified)	-109.5	95.0	13.0	-13.4
Cc1ccc(-n2nnnc2SCC(=O)N2Cc3ccccc3CC2C(=O)O)cc1 (stereo unspecified)	-47.9	98.9	-7.0	-19.0

# Mcl1 Noxa PPI: entries above that show a hit
compound	Mcl1-Bid inh	RGS8-Gao	Mcl1 Noxa PPI
COc1ccc(CNc2ncnc3c2[nH]c2cc(OC)c(OC)cc23)cc1	-16.9	98.5	52.3*

# (next part)
Compound	Mcl1-Bid inh	RGS8-Gao	Mcl1 Noxa PPI	Pf gametocyte
Cc1ccc(-c2ncns2)cc1	-16.6	97.0	-6.1	0.0
c1ccc(-c2noc(C3CCC3)n2)nc1	-20.4	101.1	-10.1	-1.7
Cc1ccc(NC(=S)Nc2ccc(S(=O)(=O)Nc3ncccn3)cc2)c(C)c1	-24.8	100.3	3.3	-5.0
Cc1ccc(CN(C(=O)c2cc(=O)c3cc(C)cc(C)c3o2)C2CCS(=O)(=O)C2)cc1 (stereo unspecified)	-2.0	97.9	19.2	-40.1
COc1ccc(CCn2c(O)cc3nn(-c4nc5ccccc5s4)c(=O)c-3c2C)cc1	-136.8	97.8	-6.0	-12.2
O=C(NCc1cccc(Cl)c1)c1ccc(-c2csnn2)cc1	-8.8	94.2	-23.6	14.1
O=C(Cc1n[nH]c(=O)c2ccccc12)NC(c1ccccc1)c1ccccc1	-46.1	101.2	0.8	16.5
N#C/C(=C(/O)c1ccc([N+](=O)[O-])o1)c1nc2ccccc2[nH]1	-38.5	99.0	12.4	0.1
CCCc1nn(C)c2c(=O)[nH]c(-c3cc(S(=O)(=O)N(CCO)CCO)ccc3OCC)nc12	11.8	103.6	-17.0	10.4
CCc1[nH]c(C(=O)O)c(C)c1C(=O)OC	-15.5	97.6	2.2	-1.7
Nc1nc(Nc2cccc(F)c2)nc(N2CCOCC2)c1[N+](=O)[O-]	77.2*	100.5	10.2	13.1
CC(=O)/C(N=Nc1ccc(C(=O)O)cc1)=C(\C)O	-5.6	102.2	6.2	3.1
CCCCc1ccc(NC(=O)N2CCNC(=O)C2CC(=O)Nc2ccsc2C(=O)OC)cc1 (stereo unspecified)	-17.8	99.8	-8.9	13.6
O=C(O)c1ccc(N/N=C/c2cc3ccccc3nc2Cl)cc1	-25.1	103.7	30.6	-14.0
O=C(CN1CCCCC1)n1c2ccccc2c2ccccc21	-2.4	103.0	-1.5	23.1

# 7 compounds from above, showing only Mcl1 Noxa PPI.
SMILES	Mcl1 Noxa PPI
O=C(NC1CC1)C1=C[C@@H](c2ccccc2)C[C@@H](OCc2ccc(CO)cc2)O1	-0.5
O=C(Nc1cccc(S(=O)(=O)Nc2ccc(Cl)cc2)c1)c1ccc[n+]([O-])c1	3.6
O=C(c1cc(F)ccc1F)C1CCCN(Cc2cccn2-c2ccccn2)C1 (stereo unspecified)	-26.5
O=C(Cc1n[nH]c(=O)c2ccccc12)NC(c1ccccc1)c1ccccc1	0.8
O=C(Nc1cc(S(=O)(=O)N2CCOCC2)ccc1N1CCOCC1)c1cc2c(s1)CCC2	10.5
CC(NC(=O)C(C)(C)C)C(c1cccs1)N1CCN(Cc2ccccc2)CC1 (stereo unspecified)	-14.6
O=C(O)CCCNC(=O)CCn1nnc2ccccc2c1=O	6.5

# Further results:
Compound	Mcl1-Bid inh	RGS8-Gao	Mcl1 Noxa PPI	Pf gametocyte
CCN1CCc2c(sc(NC(=S)NC(=O)c3ccco3)c2C(N)=O)C1	14.7	101.4	34.1	-6.7
CNC(=O)c1csc(Cc2c(Cl)sc3ccc(Cl)cc23)n1	7.1	110.8	-8.7	5.1
CCNc1nc(NCC)nc(OCC(=O)O)n1	6.5	100.9	-1.9	16.4
CC(Oc1ccc(/C=N/NC(=O)Cc2cccc3ccccc23)cc1)C(=O)O (stereo unspecified)	-31.8	100.1	0.6	19.5
N=C1SC(CC(=O)Nc2ccc([N+](=O)[O-])cc2)C(=O)N1c1ccccc1 (stereo unspecified)	24.2	99.0	27.6	11.2
CCS(=O)(=O)c1ccc2oc(Nc3ccccc3Br)nc2c1	-11.2	100.0	-10.9	-9.9
CC(C)Oc1ccc(C(=O)NCC(=O)O)cc1	-13.1	101.4	-0.5	2.5
CN(C)C(=O)CCCCCCCCC(=O)N(C)C	0.8	107.8	4.4	8.2
COc1ccc(NC(=O)c2scc(S(=O)(=O)C(C)C)c2N)cc1	-30.5	100.7	5.8	-85.4

# Screens as filed in PubChem.

# This is a subset (hit frequency here may not be typical).
